FadD28 binding = M. tuberculosis FadD28 bisubstrate binding inhibition | 0.22% of 360,000 active | FadD28 bisubstrate probe binding, fluorescence polarization | inhibition, % at 12.5 µM | AID 588549; in the data active means inhibition above about 8.5%, passing the limit was not always enough
BioA inh = blocks M. tuberculosis BioA enzyme activity | purified M. tuberculosis BioA enzyme, plate reader | inhibition, % at 9.99 µM | 0.096% of 360,000 active; in the data active means inhibition above about 40%
GDH-TPI inh = inhibits GDH-TPI coupling enzymes, artifact for Mtb FBA screen | AID 588335 | 1.2% of 360,000 active | inhibition, % at 4.8 µM | GDH-TPI coupled enzyme counterscreen, NADH absorbance; in the data active means inhibition above about 30%;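 further: 0% = DMSO wells and 100% = wells lacking the enzyme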
Rv3671c inh = inhibits the M. tuberculosis serine protease Rv3671c. P9WHR9. inhibition, % at 5.96 µM. 0.048% of 320,000 active; in the data active means inhibition above about 38%;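 further: extracellular domain of Rv3671c used as enzyme; 0% = enzyme with DMSO and 100% = no enzyme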
Target sequence (P9WHR9 whole entry, looked up, the tested form may be a part): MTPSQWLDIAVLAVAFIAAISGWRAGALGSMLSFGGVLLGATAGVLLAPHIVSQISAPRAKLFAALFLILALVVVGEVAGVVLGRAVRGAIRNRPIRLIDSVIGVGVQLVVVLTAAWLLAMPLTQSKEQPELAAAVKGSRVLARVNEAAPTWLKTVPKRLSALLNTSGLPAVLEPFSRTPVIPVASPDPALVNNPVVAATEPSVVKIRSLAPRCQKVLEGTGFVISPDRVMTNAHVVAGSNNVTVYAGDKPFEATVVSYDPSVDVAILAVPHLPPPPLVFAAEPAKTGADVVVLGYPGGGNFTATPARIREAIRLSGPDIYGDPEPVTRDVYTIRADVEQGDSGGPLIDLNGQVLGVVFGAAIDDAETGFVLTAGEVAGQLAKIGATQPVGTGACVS
FBA Mtb inh = inhibitors of M. tuberculosis fructose-bisphosphate aldolase. inhibition, % at 1 µM. purified M. tuberculosis FBA, fluorescence read-out. AID 588726. 2.3% of 360,000 active. P9WQA3; in the data active means inhibition above about 27%;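 further: 0% = vehicle and 100% = reference inhibitor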
Target sequence (P9WQA3 whole entry, looked up): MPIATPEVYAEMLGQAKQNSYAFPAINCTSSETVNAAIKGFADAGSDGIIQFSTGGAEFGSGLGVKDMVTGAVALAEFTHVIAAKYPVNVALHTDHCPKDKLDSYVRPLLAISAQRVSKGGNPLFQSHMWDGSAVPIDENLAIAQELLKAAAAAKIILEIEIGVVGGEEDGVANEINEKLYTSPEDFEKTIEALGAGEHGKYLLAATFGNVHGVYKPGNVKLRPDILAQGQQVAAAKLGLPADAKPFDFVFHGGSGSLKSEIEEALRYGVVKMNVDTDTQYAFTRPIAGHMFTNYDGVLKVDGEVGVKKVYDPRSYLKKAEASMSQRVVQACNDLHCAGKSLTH
Mtb UGM inh = Mtb UDP-galactopyranose mutase inhibition; AID 504406; P9WIQ1; inhibition, % at 10 µM; 0.06% of 320,000 active; purified UGM, fluorescence polarization probe displacement; in the data active means inhibition above about 10%, passing the limit was not always enough
MazEF act = activators of E. coli MazEF toxin-antitoxin RNase | FAM/BHQ RNA-DNA oligo cleavage fluorescence, 5 h | activation, % at 20 µM | P0AE70 | 0.32% of 350,000 active | AID 504720; in the data active means activation above about 50%
Target sequence (P0AE70 whole entry, looked up): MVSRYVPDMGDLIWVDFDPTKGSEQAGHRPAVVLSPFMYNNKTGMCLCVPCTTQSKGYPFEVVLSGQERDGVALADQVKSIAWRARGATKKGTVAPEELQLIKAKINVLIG
BoNT F protease = blocks Botulinum neurotoxin F light chain protease; inhibition, % at 10 µM; Multiplex microsphere protease cleavage assay, flow cytometry; 0.22% of 360,000 active; AID 588497; in the data active means inhibition above about 35%, passing the limit was not always enough; further: plate controls were buffer without enzyme for full effect and enzyme alone for no effect
PrPC TRFRET = inhibitors of human cell surface prion protein PrPC; P04156; TR-FRET read-out; inhibition, % at 13.8 µM; 0.43% of 370,000 active; in the data active means inhibition above about 24%; further: 0% = median of the test wells and 100% = reference compound wells
Starred values were filed as active, the others as inactive; nt = no result given; & = joins results of further samples.

Sample of the layout:
SMILES	FadD28 binding	BioA inh	GDH-TPI inh	Rv3671c inh	FBA Mtb inh	Mtb UGM inh	MazEF act	BoNT F protease	PrPC TRFRET
CC1(C)CC2(CCO1)CNC(=O)O2 (stereo not given)	-1.0	-0.1	5	-6	-1	-2.9	-10	-3	5
COc1cccc(/C=N\NC(C)=O)c1OC/C=C/c1ccccc1	-2.2	-0.5	1	nt	3	-4.8	3	-9	-2
COc1ccc(NC(=O)Cn2nnc(C(=O)NCCc3ccc(OC)c(OC)c3)c2N)cc1	1.1	-0.5	4	-9	-3	3.6	11	-6	-6
CC(C)(C)OC(=O)NCCCC[C@H](NC(=O)c1[nH]cnc1C(=O)N[C@@H](Cc1ccccc1)C(=O)OCc1ccccc1)C(=O)OC(C)(C)C	-1.4	-1.2	2	-29	1	2.7	-3	-1	3
CC1CCN(S(=O)(=O)c2cccc(-c3cn4cc(Cl)ccc4n3)c2)CC1	-0.6	-1.1	5	5	2	-0.1	2	-8	3
CCCCc1c(O)nc(SCC(=O)NCCc2ccc(OC)c(OC)c2)[nH]c1=O	1.1	1.2	7	6	0	-3.4	-6	-11	-1
Cc1cc(=O)n2nc(N3CCC(C(=O)NCc4ccccc4Cl)CC3)sc2n1	-1.1	-0.8	4	0	1	0.1	-1	-8	-7

Results, from the first entry:
SMILES	FadD28 binding	BioA inh	GDH-TPI inh	Rv3671c inh	FBA Mtb inh	Mtb UGM inh	MazEF act	BoNT F protease	PrPC TRFRET
CC1(C)CC2(CCO1)CNC(=O)O2 (stereo not given)	-1.0	-0.1	5	-6	-1	-2.9	-10	-3	5
COc1cccc(/C=N\NC(C)=O)c1OC/C=C/c1ccccc1	-2.2	-0.5	1	nt	3	-4.8	3	-9	-2
COc1ccc(NC(=O)Cn2nnc(C(=O)NCCc3ccc(OC)c(OC)c3)c2N)cc1	1.1	-0.5	4	-9	-3	3.6	11	-6	-6
CC(C)(C)OC(=O)NCCCC[C@H](NC(=O)c1[nH]cnc1C(=O)N[C@@H](Cc1ccccc1)C(=O)OCc1ccccc1)C(=O)OC(C)(C)C	-1.4	-1.2	2	-29	1	2.7	-3	-1	3
CC1CCN(S(=O)(=O)c2cccc(-c3cn4cc(Cl)ccc4n3)c2)CC1	-0.6	-1.1	5	5	2	-0.1	2	-8	3
CCCCc1c(O)nc(SCC(=O)NCCc2ccc(OC)c(OC)c2)[nH]c1=O	1.1	1.2	7	6	0	-3.4	-6	-11	-1
Cc1cc(=O)n2nc(N3CCC(C(=O)NCc4ccccc4Cl)CC3)sc2n1	-1.1	-0.8	4	0	1	0.1	-1	-8	-7
CN(Cc1ccccc1)C(=O)c1ncn2c1C(=O)N(C)CC2	-2.7	nt	-13	nt	-1	nt	-10	-2	3
CC(CN1CCOCC1)OC(=O)COc1ccc(F)cc1 (stereo not given)	-0.7	0.5	3	-3	4	-2.7	-2	nt	10
Cc1cccc(CCNC(=O)Cc2ccc(NC3=NC4CS(=O)(=O)CC4S3)cc2)c1 (stereo not given)	-2.1	-0.4	-2	0	-1	-1.8	12	-8	6
CCc1ccc(NC(=O)CNS(=O)(=O)c2c(C)noc2C)cc1	-1.7	-1.0	16	-6	2	-0.1	-1	-7	-2
COc1ccc(C(=O)N(C)CCCC2CCCC2)cc1OC1CCN(C(C)C)CC1	-1.1	-0.1	-1	-10	3	1.0	4	1	-3
O=C(Nc1cccc(S(=O)(=O)N2CCCCC2)c1)c1ccc2c(c1)OCO2	-1.8	0.9	-2	-12	0	-2.1	7	1	15
CN(Cc1ccco1)C(=O)CC[C@H]1O[C@@H](n2ccc(=O)[nH]c2=O)[C@H](O)[C@@H]1O	0.0	1.0	nt	nt	1	nt	nt	-4	4
O=C(Nc1ncn[nH]1)c1ccc(Cl)c(S(=O)(=O)N2CCCCCC2)c1	-1.1	-1.6	-4	0	-4	-0.9	4	0	2
O=C(N/N=C/c1cccc(Oc2ccccc2)c1)c1cccc(O)c1	-17	1.3	4	nt	0	0.2	3	-3	3
CCc1noc(C)c1C(=O)Nc1ccc(S(=O)(=O)N2CCCCC2)cc1	0.4	nt	-7	1	0	-1.1	9	-8	6
CC1CCN(c2ccc3nnc(CCC(=O)NCCCOC(C)C)n3n2)CC1	-2.3	-0.2	-3	6	-1	-2.7	-4	7	4
N#CCCN(C(=O)COC(=O)c1cc(=O)c2ccccc2o1)c1ccccc1	-3.5	-0.8	12	-5	4	-2.9	2	-2	0
CCCCN(CC)CCCNC(=O)C1c2ccccc2C(=O)N(C)C1c1cn(C)c2ccccc12 (stereo not given)	-1.6	-4.2	4	3	-3	-1.4	-4	0	-5
CCN(CC)C(c1ccc(F)cc1)c1nnnn1C1CCCCC1 (stereo not given)	-3.6	nt	1	0	0	-0.6	0	4	-1
CCCc1nnc(SCC(=O)Nc2ccc(OC)cc2)o1	-1.4	-1.0	1	2	5	3.1	1	-16	11
O=C(NC(=S)Nc1cccc(O)c1)C1CCCCC1	-3.8	11	11	-3	2	-1.5	-16	-2	-2
COc1ccc(NS(=O)(=O)c2cc(N/C(=N\S(=O)(=O)c3ccccc3)c3ccc(F)cc3)ccc2Cl)cc1	0.0	nt	5	-216	-1	nt	-2	5	23
COC(=O)c1ccc(NC(=O)CSCc2ccccc2)cc1	0.2	-0.2	1	-1	3	1.0	2	-3	nt
C[C@H](CO)N1C[C@H](C)[C@H](CN(C)C(=O)Oc2ccccc2)OCc2cnnn2CCCC1=O	0.9	1.3&1.1	1	nt	3	nt	4	-1	15
CCC(C(=O)NC1CCCC1)N(C(=O)Cn1nnc(-c2ccc(C)o2)n1)c1ccccc1OC (stereo not given)	-0.3	-2.1	3	0	-1	1.3	-2	-1	-1
CCCCNC(=S)N/N=C/c1ccc(C)s1	-0.7	-1.9	63*	1	6	0.8	2	-12	-1
CSc1ccc(Cl)c(C(=O)OCC(=O)NCc2ccco2)c1	-2.5	-1.9	14	-3	3	0.1	-7	-1	2
C=CCN1C(=O)/C(=C\c2cccc(OC(=O)c3ccco3)c2)SC1=S	nt	-0.2	0	0	1	1.9	1	8	3
CCOC(=O)COc1ccc(Br)cc1/C=C/c1[nH]c(=O)[nH]c(=O)c1[N+](=O)[O-]	-1.9	0.2	12	-3	-2	1.9	1	-5	-9
CCN1C(=O)[C@H]2[C@@H](c3ccc(C)cc3)N3C(=O)N(c4cccc(Cl)c4)C(=O)[C@@]3(Cc3ccc(Cl)cc3)[C@H]2C1=O	-1.6	-0.2	-4	-11	3	3.8	-4	-1	1
O=C(c1cn(-c2ccccc2)nc1-c1cccs1)N1CCN(c2ccccc2)CC1	-2.7	-2.2	-17	-5	3	-0.8	3	-4	nt
CC(NC(=O)C(=O)Nc1nccs1)c1ccccc1 (stereo not given)	-0.8	nt	10	-3	-1	-2.5	4	-1	4
O=C(CN(C(=O)c1csnn1)c1ccc(F)cc1)NCCc1ccccc1	-3.4	-3.6	-7	7	2	-3.2	2	2	-1
COCCCN1C(=O)C(=O)/C(=C(/O)c2ccc(S(=O)(=O)N3CCCCC3)cc2)C1c1ccc(F)cc1 (stereo not given)	-1.6	-1.1	14	-1	-3	1.5	-2	-7	-1
Cn1c(=O)n(CC(=O)NCC2CCCO2)c(=O)c2c3c(sc21)CCCC3 (stereo not given)	0.1	1.9	-8	-1	1	0.0	-6	-5	-4
Cc1c(OC(C)C(=O)NCC(O)c2ccccc2)ccc2c3c(c(=O)oc12)CCC3 (stereo not given)	-1.8	nt	17	-9	29*	2.5	8	-2	11
O=C1c2ccccc2C(=O)N1OCCCN1C(=O)c2ccccc2S1(=O)=O	-3.9	nt	-3	nt	-1	nt	4	-6	-1
Cc1ccc(S(=O)(=O)N(CC(O)CN2CCCCC2)c2ccccc2)cc1 (stereo not given)	0.8	0.0	0	4	-3	1.2	6	-12	-2
CCC(Oc1ccc(F)cc1)C(=O)N1CCCCCCC1 (stereo not given)	-2.2	-1.2	16	3	0	0.7	-2	nt	-2
COc1ccccc1N1CCN(C(=O)CCCCn2c(=O)[nH]c3ccsc3c2=O)CC1	0.0	-1.6	3	0	4	-2.8	3	-1	-5
CCCCCC(=O)N1C[C@H](O)[C@@H](n2cc(COC(=O)c3ccccc3)nn2)C[C@@H]1c1ccc(Cl)cc1	-3.2	nt	0	nt	-2	nt	8	-2	-5
CC(C)(C)c1ccc2c(c1)OC(C(=O)N/N=C\c1ccc[nH]1)CO2 (stereo not given)	-1.9	1.5	19	4	1	2.4	6	-1	2
O=C(c1cc2nc(-c3ccco3)cc(C(F)(F)F)n2n1)N1CCN(c2ccccc2)CC1	-1.7	1.8	2	9	0	2.2	1	-3	-6
O=C(NC(=S)Nc1cc(Cl)ccc1N1CCOCC1)c1ccccc1[N+](=O)[O-]	-3.0	0.2	1	-9	-2	2.5	-3	7	6
CCC(=O)Nc1ccc(N2CCC(C)CC2)cc1	-0.8	2.0	-1	6	-2	0.3	-16	-7	3
CC1(c2nnc(-c3ccc(F)cc3)o2)CC(c2cccnc2)=NO1 (stereo not given)	-2.3	7.2	6	0	4	-0.4	0	-4	5
CCOc1ccc(C(=O)Nc2nnc(C3=COCCO3)o2)cc1	-3.0	-0.7	0	6	0	2.7	3	-8	5
O=C(N/N=C\c1ccc(-c2ccc([N+](=O)[O-])cc2)o1)C1COc2ccccc2O1 (stereo not given)	-3.0	nt	4	-1	-2	1.6	3	9	-1
COc1ccc(N(CC(=O)NCc2ccco2)S(=O)(=O)c2c(C)nn(C)c2C)cc1	-3.6	-0.9	-10	7	-5	2.0	11	-14	11
O=C(NCc1ccccc1)c1cc(C2COCCN2C(=O)c2cccs2)on1 (stereo not given)	-1.9	-0.8	11	nt	2	nt	nt	0	6
Cc1ccc(S(=O)(=O)c2nc(S(C)(=O)=O)sc2N2CCCCCC2)cc1	-1.6	1.1	30	-7	1	6.1	-1	-3	2
CC(NC(=O)NCCCn1ccnc1)(C(F)(F)F)C(F)(F)F	-0.7	-1.0	-3	0	0	-0.4	2	10	2
COc1ccccc1NC(=O)c1ccc(NC(=O)C2CC2C)cc1 (stereo not given)	-1.3	-0.5	-3	-4	-2	3.5	8	3	2
COc1cccc(-n2c(COc3ccc(C)cc3)nnc2SCC(N)=O)c1	-0.9	4.2	8	7	1	0.6	-5	-8	-1
CCC1(C)Cc2ccccc2-c2nc(-c3ccccc3)oc(=O)c21 (stereo not given)	-1.6	nt	8	-5	0	0.3	6	-3	-4
CCCS(=O)(=O)NC(=O)C1(C)CCN(C(=O)c2c(F)cccc2F)C1 (stereo not given)	-3.8	-0.1	13	nt	-2	nt	nt	-2	11
Cc1c(C)c(C)c(S(=O)(=O)N2CCNCC2)c(C)c1C	0.0	nt	4	6	4	-1.5	-7	-4	-1
Cn1cccc1C(C(=O)NC1CCCCC1)N(C(=O)Cc1cccs1)c1ccc2c(c1)OCO2 (stereo not given)	0.2	-2.1	5	-7	2	-1.3	4	2	0

Following part.
SMILES	FadD28 binding	BioA inh	GDH-TPI inh	Rv3671c inh	FBA Mtb inh	Mtb UGM inh	MazEF act	BoNT F protease	PrPC TRFRET
CC(C)c1cc(CNC(=O)CC2C(=O)NCCN2CC2CCCCC2)on1 (stereo not given)	-1.1	nt	-4	3	2	-1.0	7	-2	-5
Cc1ccc(NC(=O)CN2CCN(C(=O)C3CC3)CC2)c(F)c1	-0.8	3.8	8	nt	3	nt	8	-5	-9
Cc1ccc(C(=O)OCCOc2cccc(Cl)c2)cc1S(=O)(=O)N1CCOCC1	-0.8	-0.2	0	-14	3	-1.1	-3	3	-5
CCOC(=O)c1nn(-c2ccc3ccccc3c2)cc1O	-3.2	-1.1	8	-3	9	-1.2	-13	-4	-1
CCN1CCN(c2ccc(NC(=O)c3ccc(OC)c(S(=O)(=O)N4CCCC4)c3)cc2)CC1	-3.2	0.7	9	0	-3	2.1	9	-11	2
O=C(COC(=O)c1ccccc1Cl)Nc1cccc(S(=O)(=O)N2CCCCC2)c1	-2.7	-0.9	0	nt	-2	nt	2	-1	12
Cc1ccc(C(=O)COC(=O)c2n[nH]c(=O)c3ccccc23)cc1	-1.2	-1.4	5	-4	0	-1.8	16	-5	6
COc1ccc(NS(=O)(=O)c2c(C)n(C)c(=O)n(C)c2=O)cc1OC	-1.2	-0.1	0	5	-3	-1.7	12	-13	2
O=C(COC(=O)[C@@H]1CCCN1S(=O)(=O)c1ccccc1F)NCc1ccc2c(c1)OCO2	-0.8	1.6	0	3	1	-1.6	4	12	8
O=C1NC(Cc2c[nH]c3ccccc23)C(=O)N1CCOc1ccc(F)cc1 (stereo not given)	-0.9	nt	8	-5	1	-1.7	0	-15	-2
Cc1ccc(CNc2cc(C(=O)O)ccc2C)s1	-0.1	-6.4	15	-1	19	0.9	3	-2	-1
